Source: PubChem BioAssay
Ecoli WT growth: blocks growth of wild type E. coli BW25113; E. coli BW25113 growth inhibition, OD600; inhibition, % at 10 µM; 0.05% of 20,000 active; in the data active = inhibition above about 40%;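 also: bacteria exposed to compound for 20 hours at 37 °C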
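System: bacterial strain in a whole-cell growth screen; medium: LB broth with 50 µg/mL kanamycin; detection: absorbance at 615 nm; schedule: 20 h exposure, 37 °C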
Starred values were filed as active, the others as inactive. An excerpt; count on the stated rates, not on these rows.

SMILES	Ecoli WT growth
Cc1cc(N2C(=O)CC(N3CCN(C(c4ccccc4)c4ccccc4)CC3)C2=O)no1 (stereo not drawn)	-22
CCCNC(=O)c1cc(S(=O)(=O)N2CCc3ccccc32)ccc1F	-3
CC1(C)c2ccccc2N2CCC(=O)NC21/C=C/c1ccco1 (stereo not drawn)	-16
COC(=O)Cc1cc(=O)n(-c2nc3ccccc3s2)[nH]1	-16
COc1ccc(NC(=O)CC2C(=O)N(c3ccc(OC)cc3)C(=O)N2CCN2CCN(C)CC2)cc1 (stereo not drawn)	0
Cc1ccc2nc(SCC(=O)NCc3ccco3)c(C#N)cc2c1	3
COCCN(Cc1cc2cc3c(cc2n2nnnc12)OCO3)C(=O)c1ccccc1F	2
CC1=C(C(=O)N2CCOCC2)C(c2ccccc2F)C2=C(CCCC2=O)N1 (stereo not drawn)	5
O=c1sc(Nc2ccccc2)nc2ccsc12	-1
O=C(Nc1ccccc1)N(Cc1cccs1)C1CCCC1	-22
CCOC(=O)N1CCC(NC(=O)CCc2c(C)nc3c(c(C)nn3C(C)(C)C)c2C)CC1	-2
CC1CCCCN1C(=O)Cc1ccc(Cl)cc1 (stereo not drawn)	-18
c1ccc(N=P(c2nc3ccccc3o2)(N2CCOCC2)N2CCOCC2)cc1	4
Cc1ccc(N(C)C(=O)N2CCN(c3ccccn3)CC2)cc1	6
COc1ccc(NC(=O)C2CCCN(S(=O)(=O)c3ccc(C)cc3)C2)cc1OC (stereo not drawn)	-17

5 compounds drawn at random from those above:
SMILES	Ecoli WT growth
COc1ccc(NC(=O)C2CCCN(S(=O)(=O)c3ccc(C)cc3)C2)cc1OC (stereo not drawn)	-17
Cc1cc(N2C(=O)CC(N3CCN(C(c4ccccc4)c4ccccc4)CC3)C2=O)no1 (stereo not drawn)	-22
Cc1ccc(N(C)C(=O)N2CCN(c3ccccn3)CC2)cc1	6
c1ccc(N=P(c2nc3ccccc3o2)(N2CCOCC2)N2CCOCC2)cc1	4
CCCNC(=O)c1cc(S(=O)(=O)N2CCc3ccccc32)ccc1F	-3

(listing goes on)
SMILES	Ecoli WT growth
O=C(OCc1nnc(-c2ccccc2)o1)c1ccc(S(=O)(=O)NCc2ccco2)cc1	6
COCCn1c(SCC(=O)Nc2sc(C)c(C)c2C#N)nnc1C(C)C	7
CCCCOCC(O)Cn1c(C)nc2ccccc21 (stereo not drawn)	-21
COc1ccc(C2CC(c3ccc(C)cc3)Nc3ncnn32)cc1 (stereo not drawn)	1
Cc1cc(S(=O)(=O)NC2CCCC2)ccc1F	-21
CN1C(=O)C(CC(=O)N2CCN(C(c3ccccc3)c3ccccc3)CC2)N(C)C1=O (stereo not drawn)	-1
O=C(c1cccc(S(=O)(=O)N2CCCC2)c1)N1CCN(c2ccccc2F)CC1	-19
CC(NC(=O)NCCCC(=O)O)(C(F)(F)F)C(F)(F)F	0
CCOC(=O)C1CCN(Cc2c(O)ccc3ccccc23)CC1	6
CCC(c1nnnn1CCOC)N(Cc1ccc(C)cc1)Cc1cc2cc(OC)ccc2[nH]c1=O (stereo not drawn)	-4
CN(C)S(=O)(=O)N1CCN(c2cccc(Cl)c2)CC1	2
CCOCCCn1c(C)nc2c(c1=O)c1nc3ccccc3nc1n2-c1ccc(C)cc1	-29
Cc1nc2oc(C(=O)c3ccccc3)c(N)c2c2c1COC(C)(C)C2	3
Cc1c(NC(=O)c2ccc(CN3CCc4ccccc4C3)cc2)c(=O)n(-c2ccccc2)n1C	5
CC(C)(C)c1ccc(-c2nnc(SCCC#N)n2C2CCCC2)cc1	-1
Cn1c(Cc2cccs2)nnc1SCC(=O)N1CCc2ccccc21	-1
Cc1cc(NS(=O)(=O)c2ccc(C3CCCCC3)cc2)no1	-27
CCCN1C(=O)C(NS(=O)(=O)c2ccc(N)cc2)(C(F)(F)F)C(C(=O)OC)=C1C (stereo not drawn)	-11
O=C(Nc1nc(-c2ccccc2)cs1)C1CCCO1 (stereo not drawn)	-7
Cn1c(SCC(=O)NCc2cccs2)nnc1-c1ccco1	-25
O=C(c1ccco1)N1CCN(C(=O)C2c3ccccc3Oc3ccccc32)CC1	-15
CCCCCCn1c(SCC(=O)OC)nc2c1c(=O)[nH]c(=O)n2C	-2
COc1cc(C2NC(=O)NC(c3ccccc3)=C2C(C)=O)ccc1OCC(=O)O (stereo not drawn)	-25
CCC(C)NC(=O)CSC1=Nc2ccccc2C2=NC(CC(=O)NCc3ccccc3)C(=O)N12 (stereo not drawn)	-2
C=CCOC(=O)CCC(=O)Nc1cc(OC)nc(OC)n1	-9
Cc1cc(C)nc(SCc2ccc3nonc3c2)n1	0
COc1ccccc1N1CC(O)=C(c2nc3ccccc3s2)C1=N	-16
CCCSc1nnc2nc3c(nn12)c1ccccc1n3C	-1
CCOC(=O)C(NC(=O)c1ccccc1)(Nc1cc(C)on1)C(F)(F)F (stereo not drawn)	1
NC(=O)COC(=O)CNC(=O)c1ccc(Cl)cc1	0

Single values from above:
CCOC(=O)C(NC(=O)c1ccccc1)(Nc1cc(C)on1)C(F)(F)F (stereo not drawn) in Ecoli WT growth → 1
CCCSc1nnc2nc3c(nn12)c1ccccc1n3C in Ecoli WT growth → -1
NC(=O)COC(=O)CNC(=O)c1ccc(Cl)cc1 in Ecoli WT growth → 0
COc1cc(C2NC(=O)NC(c3ccccc3)=C2C(C)=O)ccc1OCC(=O)O (stereo not drawn) in Ecoli WT growth → -25

Continued:
SMILES	Ecoli WT growth
COc1cc(C(Nc2ccc3c(c2)OCO3)C(=O)NC2CCCCC2)cc(OC)c1OC (stereo not drawn)	-3
Cc1ccccc1N1CCN(Cc2c(C#N)c3ccccc3n2C)CC1	-23
COc1cccc(Nc2nc(-c3sc(N)nc3C)cs2)c1	2
COc1ccc(C)cc1NC(=O)C1C2C=CC(C2)C1C(=O)O (stereo not drawn)	4
CCOC(=O)c1ccc(CNS(=O)(=O)c2c(C)ccc3nsnc23)o1	-18
Cc1ccc(-n2nc3cc(Cl)c(NC(=O)c4ccco4)cc3n2)cc1	-3
NS(=O)(=O)c1cc2c(cc1Cl)NC(C(Cl)Cl)NS2(=O)=O (stereo not drawn)	8
Cc1cc(C(=O)Nc2ccccc2C#N)n(-c2ccccc2)n1	2
CCNc1nc(N)c(C(=O)c2ccc(Cl)s2)s1	-21
Cc1cc(C)c2c(c1)NC(=O)C2(O)CC(=O)c1cccs1 (stereo not drawn)	-22
O=C(O)c1ccccc1SCc1ccc2c(c1)OCO2	2
CCOc1ccc(OCc2cccc(C(=O)O)c2)cc1	-4
CCOC(=O)N1CCN(C(=O)c2cccn3c(=O)c4sccc4nc23)CC1	2
O=C(CN1CCN(c2ccccc2)CC1)Nc1c(C(=O)C2CC2)oc2ccccc12	-20
Cc1ccc(C)c(S(=O)(=O)N2CC(=O)Nc3ccccc32)c1	-15
Cc1c(Nc2ncnc3c2cnn3-c2ccccc2)c(=O)n(-c2ccccc2)n1C	-21
CCOc1nc(-c2ccc(OC)cc2)ccc1-c1noc(C)n1	-23
O=C(COc1ccc(S(=O)(=O)NC2CCCCC2)cc1)NCC1CCCO1 (stereo not drawn)	-20
CCOc1ccc(C(C)(C)C)cc1S(=O)(=O)N1CC(C)OC(C)C1 (stereo not drawn)	-23
CCOC(=O)Cc1c(C)c2c(C)nn(-c3ccccc3)c2oc1=O	-14
O=C(Cn1cnc2sc(-c3ccccc3)cc2c1=O)N1CCOCC1	-11
COc1nc2cc(C)ccc2cc1-c1noc(-c2cccnc2)n1	5
COCCNC(=O)C(c1ccc(C)o1)N(C(=O)c1snc(C(N)=O)c1N)c1ccc(C)cc1 (stereo not drawn)	0
CC(=O)c1sc(NC(=O)C2(F)C(F)(F)C(F)(F)C(F)(F)C(F)(F)C2(F)F)nc1C	-18
CSCCC(NC(=O)c1occc1C)C(=O)O (stereo not drawn)	13
Cc1cc(C)nc(N(C#N)Cc2ccccc2)n1	3
CC(C)CNC(=O)C1C2C=CC(C2)C1C(=O)O (stereo not drawn)	6
CCNC(=O)CC1C(=O)N(c2ccc(F)cc2)C(=O)N1CCC(C)C (stereo not drawn)	-4
Cc1cc(NCCCn2ccnc2)n2c(nc3ccccc32)c1C#N	12
COc1cccc(C2C3=C(N=C4SCC(=O)N42)c2ccccc2CC3)c1OC (stereo not drawn)	0

6 entries out of the list, sorted by count of non-hydrogen atoms, smallest number first.
SMILES	Ecoli WT growth
CSCCC(NC(=O)c1occc1C)C(=O)O (stereo not drawn)	13
CCOC(=O)Cc1c(C)c2c(C)nn(-c3ccccc3)c2oc1=O	-14
CCNC(=O)CC1C(=O)N(c2ccc(F)cc2)C(=O)N1CCC(C)C (stereo not drawn)	-4
COc1cccc(C2C3=C(N=C4SCC(=O)N42)c2ccccc2CC3)c1OC (stereo not drawn)	0
CC(=O)c1sc(NC(=O)C2(F)C(F)(F)C(F)(F)C(F)(F)C(F)(F)C2(F)F)nc1C	-18
COCCNC(=O)C(c1ccc(C)o1)N(C(=O)c1snc(C(N)=O)c1N)c1ccc(C)cc1 (stereo not drawn)	0

Next section:
SMILES	Ecoli WT growth
CC(=O)NC1(c2nnnn2CCOC(=O)Nc2ccc(Cl)cc2)CCCCC1	-8
COc1ccc2ccccc2c1CN1CCN(C)CC1	6
COc1ccc(C2NCCc3cc(OC)c(OC)cc32)cc1OC (stereo not drawn)	1
COc1ccccc1Cc1noc(-c2cc(Cl)ccc2OC)n1	-16
COc1cc2nc(N3CCNCC3)nc(N)c2cc1OC	-16
Cc1cc(N2C(=O)C(=O)/C(=C(/O)c3ccc(F)cc3)C2c2ccc(F)cc2)no1 (stereo not drawn)	7
C=CCOc1ccc(/C=N/n2cncn2)cc1OC	12
O=C(c1ccc2ccccc2n1)N1CCN(c2ccccc2)CC1	-2
O=C1CCCC2=C1C(c1ccc(Br)cc1)c1c([nH]c(=S)[nH]c1=O)N2 (stereo not drawn)	-4
CC1(c2ccc(OC(F)F)cc2)NC(=O)N(CC(=O)Nc2ccc3c(c2)OCO3)C1=O (stereo not drawn)	8
COc1ccc(C(=O)Nc2nncs2)c(OC)c1	9
Cc1cc(C)c2nc3s/c(=C/c4ccc5c(c4)n(C)c(=O)n5C)c(=O)n3c2c1	1
CCCCc1n[nH]c2c1C(=O)CC(C)(C)C2	7
O=C(O)c1ccc(-n2nnnc2Oc2ccccc2C(=O)N2CCOCC2)cc1	-5
COCCOC(=O)/C=C1/NC(=O)CS1	6
C/C(=N\O)c1ccccc1C(=O)O	-13
N#Cc1c(NC(=O)CSc2n[nH]c(Cc3ccccc3)n2)oc(-c2ccccc2)c1-c1ccccc1	-15
CCOc1ccc(S(=O)(=O)N2CCN(C(=O)c3cccn3C)CC2)cc1	-2
CN(C)C(=O)N1CCN(C(=O)c2ccccc2Sc2ccccc2C#N)CC1	-21
COC(=O)CCCCC(=O)C1C(=O)CC(C)(C)C(C(=O)OC)C1=O (stereo not drawn)	-3
Cc1ccc(NC(=O)CN2CC(C)SC2=NC2CCCCC2)cc1 (stereo not drawn)	8
COc1ccc2c(c1)CCC(C)N2S(=O)(=O)c1ccc(C2CNC(=O)C2)cc1 (stereo not drawn)	-13
Cc1ccc(CNC(=O)C2CCN(S(=O)(=O)c3c(C)noc3C)CC2)cc1	-1
N#CCSc1nnc2ccc3ccccc3n12	-13
CCc1nc(NCCCN2CCOCC2)c2oc3ccccc3c2n1	7
CC(Nc1nc(N2CCCC2)nc2ccccc12)c1ccccc1 (stereo not drawn)	-5
COc1ccc(-c2nnn(CC(=O)N(CC(=O)NCCC(C)C)c3ccccc3)n2)cc1OC	-16
COc1cccc2cc(C(=O)Nc3cccnc3N3CCOCC3)c(=O)oc12	1
CCc1cc(C(=O)N2CCOCC2)c(NC2=NS(=O)(=O)c3ccccc32)s1	-19
COc1ccc(N2CCN(C(=O)c3ccc(NS(=O)(=O)c4ccccc4)cc3)CC2)cc1	-20

Some of the entries above, set out differently.
> COc1ccc2c(c1)CCC(C)N2S(=O)(=O)c1ccc(C2CNC(=O)C2)cc1 (stereo not drawn)
- Ecoli WT growth = -13
> N#Cc1c(NC(=O)CSc2n[nH]c(Cc3ccccc3)n2)oc(-c2ccccc2)c1-c1ccccc1
- Ecoli WT growth = -15
> COC(=O)CCCCC(=O)C1C(=O)CC(C)(C)C(C(=O)OC)C1=O (stereo not drawn)
- Ecoli WT growth = -3

The list continues.
SMILES	Ecoli WT growth
CCOC(=O)N1CCN(C(=O)CN(Cc2ccccc2)S(C)(=O)=O)CC1	-21
Cc1cc(=O)[nH]c(S/C=C/c2ccccc2)n1	-1
COc1ccccc1N1CCN(Cc2nnnn2CCc2ccccc2)CC1	1
CS(=O)(=O)NCCOc1ccc(S(=O)(=O)N2CCCc3ccccc32)cc1	5
COc1ccccc1-c1nc(SCc2ccccn2)n[nH]1	-5
Cc1nc2c(-c3ccccc3)c(C)nn2c(C)c1CCC(=O)O	0
COc1ccc(S(=O)(=O)N2CCN(c3nc4ccccc4nc3-n3nc(C)cc3C)CC2)cc1	-21
O=C(Cn1nc(-c2ccc3c(c2)OCCO3)ccc1=O)Nc1ccc(N2CCOCC2)cc1	6
Cc1ncsc1CCSc1nc2ccccc2c(=O)n1C	-12
COc1ccccc1N1CCN(C(CNS(=O)(=O)c2cc(F)ccc2F)c2cccnc2)CC1 (stereo not drawn)	-2
CC1CCN(CCC(=O)Nc2ccc(Br)cc2)CC1	-6
O=C(NCc1ccco1)c1cc(-c2cccnc2)nc2ccc(Cl)cc12	-20
O=C(CN1C(=O)c2ccccc2S1(=O)=O)Nc1ccc(S(=O)(=O)N2CCCCCC2)cc1	0
CCN(CC)S(=O)(=O)c1ccc(NC(=O)CN(c2ccc(OC)cc2OC)S(C)(=O)=O)cc1	-18
COCCn1c(=S)[nH]c2cc(OC)c(OC)cc2c1=O	1
Cc1nnc(SCC(=O)Nc2ncc3c(n2)CCCC3=O)s1	-20
CC(C)=CC(=O)Nc1ccccc1Br	-14
COc1ccc2c(c1)c1c(n2C(C)=O)C(OC(C)=O)=NCC1	-11
CCOc1ccc(S(=O)(=O)NCC2CCCO2)c2cccnc12 (stereo not drawn)	14
CCCCOc1ccc(C(=O)Nc2ccc(N3CCN(C(=O)C(C)C)CC3)cc2)cc1	0
CCOC(=O)c1cc2c(=O)n3cccc(C)c3nc2n(CCc2ccccc2)c1=N	7
Cc1cccc(OCC(=O)N2CCC(c3ccccc3)C2)c1 (stereo not drawn)	6
CC(=O)NCCn1c(SCC(=O)NCC2CCCO2)nc2ccccc2c1=O (stereo not drawn)	1
CCOc1ccccc1N(CC(=O)O)S(=O)(=O)c1ccccc1	3
CS(=O)(=O)Nc1ccc(C(=O)NCC2CCCO2)cc1 (stereo not drawn)	-13
